Compound activity as filed in PubChem BioAssay.
PI5P4Ka inh: blocks human PI5P4K alpha kinase activity | max response, % | actives 1.2% (n = 330,000) | AID 652105 | PI5P4Kalpha enzyme, ADP-Glo luminescence, 60 min; active compounds read low; active means max response of -50% or lower; inconclusive means between -30% and -50%; inactive means -30% or higher; further: value at the top dose of about 77 µM; on the % scale 0 is the no-effect control and ±100 the full control effect
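ADP-Glo luminescence end-point after a 60 min room-temperature kinase reaction. PI5P4Kalpha and substrate in HEPES pH 7.4 buffer with EGTA, 0.1% CHAPS and 5% DMSO; ATP at 5 microM final.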
EPAC1 ag: agonists of human EPAC1. O95398. EPAC1 agonist qHTS, biochemical assay; response scale: 100% = response to 6.5 mM cAMP. Potency, µM (highest dose often 154 µM), without a hit: at the top dose activation, hits mostly activators. actives 0.073% (n = 360,000). AID 720707; further: potency means the concentration at half of the fitted maximal effect; nearly all actives have a fitted effect of over 60% in size
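Multi-concentration qHTS readout: loss of Rap1B-bound BODIPY-GDP fluorescence driven by 100 nM EPAC1 with excess GDP (50 uM), monitored kinetically at room temperature; agonist response expressed relative to 6.5 mM cAMP.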
IL2 activator: activators of IL-2 | activation, % (series mostly up to about 46 µM) | IL-2 activation reporter assay, cell-based qHTS; stimulated with anti-CD3/CD4/CD28 beads; in transgenic mouse T cells | AID 652025 | actives 0.065% (n = 360,000); in the data active means activation above about 50%; inconclusive means mostly about 30% to 49%; further: 0% is about no effect
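Using fluorescent plate cytometry, EGFP and DsRed are detected in transgenic mouse T cells stimulated 18 h at 37 degrees C with antibody-coated beads after 60 min compound pretreatment.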
EPAC1 antagonist: antagonists of human EPAC1. O95398. EPAC1 GEF assay, Rap1b-BODIPY-GDP exchange fluorescence. Potency, µM (doses to about 115 µM), inactives show at the top dose activity change, negative = inhibition, actives largely listed as inhibitors. actives 0.14% (n = 360,000);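 further: potency means the concentration at half of the fitted maximal effect; plate controls were vehicle for no effect and positive control for full effect; nearly all actives have a fitted effect of over 50% in size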
PLK1 PBD inh: PLK1 (human) polo-box domain binding inhibition; P53350; Plk1 PBD binding of FITC phosphopeptide, fluorescence polarization; Potency, µM, inactives show max response, negative = inhibition, most hits filed as inhibitors; actives 2.8% (n = 360,000); AID 720504; further: potency means the concentration at half of the fitted maximal effect; series mostly up to about 57 µM; on the % scale 0 is the no-effect control and ±100 the full control effect; nearly all actives have a fitted effect of over 65% in size
Target sequence (P53350 whole entry, looked up, the tested form may be a part): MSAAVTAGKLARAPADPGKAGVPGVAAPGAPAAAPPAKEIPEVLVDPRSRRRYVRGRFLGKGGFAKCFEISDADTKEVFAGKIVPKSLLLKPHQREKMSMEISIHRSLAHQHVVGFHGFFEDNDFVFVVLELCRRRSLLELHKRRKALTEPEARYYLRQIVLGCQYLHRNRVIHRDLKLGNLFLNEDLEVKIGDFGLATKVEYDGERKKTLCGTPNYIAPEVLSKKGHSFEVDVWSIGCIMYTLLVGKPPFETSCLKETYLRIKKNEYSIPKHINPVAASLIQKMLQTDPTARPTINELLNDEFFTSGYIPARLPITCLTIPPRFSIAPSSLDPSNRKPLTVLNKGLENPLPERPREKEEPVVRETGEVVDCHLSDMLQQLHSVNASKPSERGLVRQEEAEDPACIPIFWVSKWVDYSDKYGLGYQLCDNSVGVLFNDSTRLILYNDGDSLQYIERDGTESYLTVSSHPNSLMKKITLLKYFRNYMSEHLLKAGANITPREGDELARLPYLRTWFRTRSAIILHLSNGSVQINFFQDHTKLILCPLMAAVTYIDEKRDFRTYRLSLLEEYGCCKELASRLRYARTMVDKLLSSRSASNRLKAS
GLP-1R agonist: activates the human GLP-1 receptor; Potency, µM (top dose mostly 45.6 µM), inactives show at the top dose activation, actives largely listed as activators; HEK293 GLP-1R CRE-luciferase, luminescence, 4-6 h; cells express a hypersensitive GLP-1R form; actives 0.007% (n = 380,000); AID 624172; P43220; further: potency means the concentration at half of the fitted maximal effect; % of control where 0% means no effect
Target sequence (P43220 whole entry, looked up): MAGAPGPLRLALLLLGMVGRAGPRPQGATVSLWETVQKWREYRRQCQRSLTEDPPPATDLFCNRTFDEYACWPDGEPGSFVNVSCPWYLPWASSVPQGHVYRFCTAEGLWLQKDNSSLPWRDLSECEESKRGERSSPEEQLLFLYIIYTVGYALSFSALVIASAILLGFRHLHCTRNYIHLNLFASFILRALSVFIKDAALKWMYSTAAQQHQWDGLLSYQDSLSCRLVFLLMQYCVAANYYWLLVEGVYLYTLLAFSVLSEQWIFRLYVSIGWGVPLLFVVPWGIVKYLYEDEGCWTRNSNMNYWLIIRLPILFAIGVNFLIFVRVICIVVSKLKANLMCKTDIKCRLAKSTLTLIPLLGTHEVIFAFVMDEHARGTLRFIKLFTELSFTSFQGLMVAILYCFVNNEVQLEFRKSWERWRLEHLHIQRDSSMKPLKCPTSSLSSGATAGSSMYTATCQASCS
PTHR1 agonist: activates the human parathyroid hormone receptor PTHR1 | HEK293 GP2 PTHR1 cells, GloSensor cAMP luminescence, 1 h | Q03431 | Potency, µM (series often up to 115 µM), without a hit: at the highest dose activation, hits mostly activators | actives 0.075% (n = 410,000) | AID 743266; further: potency means the concentration at half of the fitted maximal effect; nearly all actives have a fitted effect of over 55% in size; some results filed as inactive show a strong effect at the top dose; inactives centre near -15; many of its hits are not listed in these tables
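HEK-293-derived GP2 cells expressing PTHR1 and a GloSensor cAMP reporter, 3,000/well, plated overnight, given luciferin plus IBMX (each 0.5 mM as added) for 1 h at 37 °C, then compound for 1 h at 37 °C. Luminescence was read after 15 min at room temperature.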
GLP1R inv ag: GLP-1 receptor (human) inverse agonism. Potency, µM (series often up to 38.3 µM), inactives show at the top dose activity change, negative = inhibition, most hits filed as inhibitors. HEK293 GLP-1R CRE-luciferase, luminescence, 24 h; GLP-1R form is constitutively active. actives 1.6% (n = 410,000); further: potency means the concentration at half of the fitted maximal effect; on the % scale 0 is the no-effect control and ±100 the full control effect; nearly all actives have a fitted effect of over 55% in size
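Luminescence readout: a drop in cAMP-driven luciferase signal flags inverse agonism at a constitutively active GLP-1R stably expressed in HEK293. Compound exposure lasted 24 hr at 37 deg C, 5% CO2.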
GLP1R cytotox: cytotoxic in the GLP-1 receptor inverse agonist counter-screen; AID 624418; actives 0.13% (n = 410,000); HEK293 cAMP-luciferase reporter cells, luminescence, 24 h; Potency, µM (highest dose often 38.3 µM), for inactives: top-dose activity change, negative = inhibition, hits mostly inhibitors;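 further: loss of luciferase light is scored as toxicity; potency means the concentration at half of the fitted maximal effect; on the % scale 0 is the no-effect control and ±100 the full control effect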
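A 23 nL compound transfer followed 12 hours of cell culture at 37 deg C; exposure then lasted 24 hr. Luciferase assay detection reagent was dispensed and plates read for luminescence after a 12 min room-temperature wait.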
Starred values were filed as active, the others as inactive; i = inactive; u = inconclusive; x = not tested or not shown; & = joins results of further samples; [ ] = remark or other dose. Unless noted, the call rests on the fitted dose curve; in most records, active means well fitted curve in the direction sought with a large enough effect; inconclusive means small, poorly fitted or top-dose-only effect, or another doubt; inactive means no such curve, though single readings can be large; an effect the other way counts as inactive or inconclusive. Not all compounds are listed; rates above refer to the full screens.

SMILES | PI5P4Ka inh | EPAC1 ag | IL2 activator | EPAC1 antagonist | PLK1 PBD inh | GLP-1R agonist | PTHR1 agonist | GLP1R inv ag | GLP1R cytotox
COc1ccc(C(=O)O/N=C(\N)c2ccccc2)cc1 | u | 0% | -3.1 | -25% | -4% | -4% | -26% | u | -4%
CC1CCC(NC(=O)CCS(=O)(=O)c2ccc3c(c2)NC(=O)C(C)S3)CC1 (stereo not given) | -3 | -4% | -1.6 | 13% | -11% | 0% | -20% | -6% | -16%
O=C(O)CCn1cc(-c2ccc(Cl)cc2)nc1-c1ccncc1 | -3 | 1% | 1.4 | 2% | -11% | 4% | -14% | 11% | 8%
Cc1ccsc1/C=N/NC(=O)Cc1ccc(Cl)cc1 | 12 | -6% | 2.4 | -11% | -19% | 12% | -6% | u | 2%
CCCC12CN3CCN(CC(C3)/C1=N\NC(=O)c1ccccc1Cl)C2 | -1 | -1% | -2.8 | 4% | -11% | 6% | -5% | 1% | 4%
C[C@H](O)[C@@H]1C(=O)N2CCc3ccc(N4CCOCC4)cc3[C@@H]2C[C@@H]1N(C)C(=O)Nc1ccccc1 | 0 | -10% | 1.6 | 13% | -4% | -1% | i | 10% | -10%
Cc1noc(C)c1S(=O)(=O)N1CCC2(CC1)OCCO2 | -4 | 0% | -0.1 | -3% | -3% | -9% | i | -20% | -24%
CCOc1ccc(S(=O)(=O)N2CCCC(C(=O)NCC3CCCO3)C2)cc1 (stereo not given) | 1 | 4% | -1.0 | 2% | -4% | -3% | -1% | -14% | -4%
CNC(=S)N(Cc1ccco1)Cc1cc2cc3c(cc2[nH]c1=O)OCCO3 | -57* | -3% | 1.2 | -9% | 27µM* | -4% | i | 21% | -14%
O=C(O)[C@H](Cc1ccccc1)NC(=O)N1CCOCC1 | -1 | -2% | 0.9 | -13% | -2% | -9% | i | 0% | -1%
Cc1cc(CNC(=O)c2cccnc2Cl)c2ccccc2n1 | 0 | 6% | -2.2 | -15% | -7% | 0% | i | 18% | 0%
Cn1c(=O)n(-c2cccc(Cl)c2)c(=O)c2c3c(sc21)COC(C)(C)C3 | 6 | 3% | 1.3 | 6% | -1% | 8% | i | 0% | -14%
Cc1ccc(Nc2cc(C)nn2-c2nc(C)cc(C)n2)cc1 | 5 | 12% | -2.6 | 0% | 0% | 8% | i | u | u
COc1ccc(C(=O)OCC(=O)NCC2CCCO2)cc1S(=O)(=O)N1CCCc2ccccc21 (stereo not given) | -2 | 4% | -0.8 | 3% | -10% | 14% | -13% | 18% | 10%
COc1ccc(/C=C/C(=O)OCC(=O)NCc2cccs2)cc1OC | -7 | -10% | -2.2 | -3% | -7% | 18% | i | 7% | -11%
O=C(Cn1cccc1C(=O)c1ccccc1)NCCc1ccccc1 | 2 | 3% | -1.4 | 28% | -17% | -7% | -7% | u | -22%
CC1(c2nnc(-c3ccncc3)o2)CC(c2cccc(Cl)c2)=NO1 (stereo not given) | 8 | 2% | -0.4 | -4% | -6% | 10% | i | 8% | -3%
OCCC1CN(CCCn2cccn2)CCN1C1CCCCC1 (stereo not given) | -7 | 4% | -3.7 | -9% | -7% | 4% | i | -10% | 11%
CC(=O)N(C)c1ccc(NC(=O)COc2ccc(Br)cc2C)cc1 | -1 | -2% | 2.7 | 5% | -4% | 9% | -40%[inhibitor] | 2% | -4%
COC[C@H]1CCCN1c1ccc2c(c1)O[C@H](COCc1ccccc1)CN([C@@H](C)c1ccccc1)S2(=O)=O | 0 | -21% | -0.7 | -17% | -4% | -1% | -22% | -18% | -2%
COc1ccc(NC(=O)c2cccc(S(=O)(=O)Nc3ccc(Br)cc3)c2)cn1 | 2 | 2% | -5.0 | -8% | -10% | 4% | -37%[inhibitor] | u | -5%
C=CCn1c(N)c(C(=O)OCCC)c2nc3ccccc3nc21 | 9 | -2% | 0.0 | 6% | -7% | 17% | i | -26% | x
Cc1ccc(C)c(C(=O)CN2C(=O)C(=O)N(C3CCCC3)C2=O)c1 | 13 | 6% | -4.5 | 12% | -11% | -19% | i | -5% | -9%
COc1ccc(CN2CCC(CO)(CCOc3ccccc3)CC2)cc1C | 5 | 8% | 0.0 | 3% | -3% | -6% | -25% | u | -19%
CC1(C)CC(=O)C(C=NCCN2CCOCC2)=C(O)C1 | x | 2% | -0.8 | 4% | -10% | -5% | i | 4% | 10%
COc1cc(C)c(C(=O)CC(=O)c2c(C)cc(OC)cc2C)c(C)c1 | 12 | 24% | -0.5 | 3% | -12% | 2% | -12% | -33% | -16%
Cc1ccccc1C(=O)c1cccn1CC(=O)NCC(C)c1ccccc1 (stereo not given) | 0 | -8% | 0.7 | 1% | 0% | 10% | i | u | 2%
COc1ccc(N2CC(C(=O)Nc3nc4ccccc4s3)CC2=O)cc1 (stereo not given) | 11 | 5% | 0.4 | -1% | -5% | -5% | i | u | -11%
N/C(=N\OC(=O)CC1CCCCC1)c1cccnc1 | x | 2% | -1.3 | 9% | -9% | 0% | i | -1% | -11%
CN(C)S(=O)(=O)c1ccc(C(=O)NCCSc2ccc(Br)cc2)cc1 | 2 | -8% | -0.8 | -28% | u | 7% | -25% | u | -13%

Structures listed so far with a COOH group (two):
SMILES | PI5P4Ka inh | EPAC1 ag | IL2 activator | EPAC1 antagonist | PLK1 PBD inh | GLP-1R agonist | PTHR1 agonist | GLP1R inv ag | GLP1R cytotox
O=C(O)CCn1cc(-c2ccc(Cl)cc2)nc1-c1ccncc1 | -3 | 1% | 1.4 | 2% | -11% | 4% | -14% | 11% | 8%
O=C(O)[C@H](Cc1ccccc1)NC(=O)N1CCOCC1 | -1 | -2% | 0.9 | -13% | -2% | -9% | i | 0% | -1%

Five records drawn at random from those above, as already listed:
SMILES | PI5P4Ka inh | EPAC1 ag | IL2 activator | EPAC1 antagonist | PLK1 PBD inh | GLP-1R agonist | PTHR1 agonist | GLP1R inv ag | GLP1R cytotox
COc1ccc(NC(=O)c2cccc(S(=O)(=O)Nc3ccc(Br)cc3)c2)cn1 | 2 | 2% | -5.0 | -8% | -10% | 4% | -37%[inhibitor] | u | -5%
Cc1ccccc1C(=O)c1cccn1CC(=O)NCC(C)c1ccccc1 (stereo not given) | 0 | -8% | 0.7 | 1% | 0% | 10% | i | u | 2%
C=CCn1c(N)c(C(=O)OCCC)c2nc3ccccc3nc21 | 9 | -2% | 0.0 | 6% | -7% | 17% | i | -26% | x
COc1ccc(N2CC(C(=O)Nc3nc4ccccc4s3)CC2=O)cc1 (stereo not given) | 11 | 5% | 0.4 | -1% | -5% | -5% | i | u | -11%
CN(C)S(=O)(=O)c1ccc(C(=O)NCCSc2ccc(Br)cc2)cc1 | 2 | -8% | -0.8 | -28% | u | 7% | -25% | u | -13%

The listing picks up with the 3 entries that preceded the break.
SMILES | PI5P4Ka inh | EPAC1 ag | IL2 activator | EPAC1 antagonist | PLK1 PBD inh | GLP-1R agonist | PTHR1 agonist | GLP1R inv ag | GLP1R cytotox
COc1ccc(N2CC(C(=O)Nc3nc4ccccc4s3)CC2=O)cc1 (stereo not given) | 11 | 5% | 0.4 | -1% | -5% | -5% | i | u | -11%
N/C(=N\OC(=O)CC1CCCCC1)c1cccnc1 | x | 2% | -1.3 | 9% | -9% | 0% | i | -1% | -11%
CN(C)S(=O)(=O)c1ccc(C(=O)NCCSc2ccc(Br)cc2)cc1 | 2 | -8% | -0.8 | -28% | u | 7% | -25% | u | -13%
COc1cccc(COC(=O)C2CCN(S(=O)(=O)c3ccc(Cl)cc3)CC2)c1OC | 2 | 12% | -5.3 | u | -12% | 16% | i | u | 2%
Cc1nc2cc(CC(=O)O)ccc2o1 | 0 | -2% | 1.4 | 7% | -1% | 1% | i | 7% | 11%
COc1ccccc1C(CNC(=O)c1ccc(OCc2c(C)noc2C)cc1)N1CCCC1 (stereo not given) | 2 | -7% | -0.4 | -12% | -8% | 4% | -61%[inhibitor] | -21% | 1%
Cc1cc(N2CCN(C/C=C/c3ccccc3)CC2)n2ncnc2n1 | x | -4% | -1.5 | 2% | 0% | 0% | -19%[57.5 µM] | -6% | -12%
Cc1cc(/C=N/N2CCN(C)CC2)c(C)n1-c1ccc(Cl)cc1 | -1 | 10% | -1.1 | 2% | -11% | 14% | i | u | -17%
CS(=O)(=O)CCC(C(=O)n1nnc2ccccc21)N1C(=O)c2ccccc2C1=O (stereo not given) | 0 | -5% | 2.4 | 11% | 2% | -7% | i | 11% | -3%
O=C(CCn1c(=O)c2cccn2c2ccc(F)cc21)NCCc1ccccc1 | 1 | 1% | -0.2 | -12% | -4% | 18% | -15%&4% | -20%&-26% | -10%&-20%
Cc1cc(N2C(=O)c3ccc(C(=O)Nc4ccccc4O)cc3C2=O)no1 | -2 | -9% | -2.6 | -27% | 0% | -1% | i | 11% | -4%
CCN(CC)C(=O)COc1coc(CN2CCN(c3ccccc3F)CC2)cc1=O | 2 | -13% | -1.8 | -23% | -3% | -2% | i | 9% | 2%
O=C(c1ccco1)N1CCN(CC2CC3C=CC2C3)CC1 (stereo not given) | x | -2% | -1.4 | 2% | 0% | -8% | -5%[57.5 µM] | 0% | -17%
O=C1c2ccccc2-c2ccc(C(=O)N3CCOCC3)cc21 | 7 | -7% | 0.1 | -3% | -7% | 8% | -2%[57.5 µM] | 19% | -8%
CCOC(=O)c1c(C)oc(NC(=O)COc2ccc(Cl)cc2C)c1C#N | -1 | 0% | -0.5 | -13% | -12% | -6% | i | -12% | -6%
Cc1ccc(C)c(NC(=O)CN(C)C(=O)c2cc(S(=O)(=O)N3CCOCC3)ccc2N2CCCC2)c1 | 4 | 3% | -3.1 | 12% | -2% | 1% | -8% | 8% | 16%
